S1P3 antagonist: blocks the human S1P3 receptor; Q99500; CHO S1P3 NFAT-BLA reporter, FRET fluorescence, antagonist mode; inhibition, % at 4.98 µM; 170,000 tested, 0.27% active; AID 485;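 active = inhibition above the plate cutoff, the mean inhibition of test wells on that plate plus 3 SD, cut at about 28% in these data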;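 also: cells challenged with S1P at its EC80 of 0.8 µM; blue over green emission ratio from cleaved BLA substrate after 4 h stimulation; 0% = S1P-stimulated wells and 100% = unstimulated DMSO-only wells; some compounds past the cut are filed as inactive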
Target sequence (Q99500 whole entry, looked up): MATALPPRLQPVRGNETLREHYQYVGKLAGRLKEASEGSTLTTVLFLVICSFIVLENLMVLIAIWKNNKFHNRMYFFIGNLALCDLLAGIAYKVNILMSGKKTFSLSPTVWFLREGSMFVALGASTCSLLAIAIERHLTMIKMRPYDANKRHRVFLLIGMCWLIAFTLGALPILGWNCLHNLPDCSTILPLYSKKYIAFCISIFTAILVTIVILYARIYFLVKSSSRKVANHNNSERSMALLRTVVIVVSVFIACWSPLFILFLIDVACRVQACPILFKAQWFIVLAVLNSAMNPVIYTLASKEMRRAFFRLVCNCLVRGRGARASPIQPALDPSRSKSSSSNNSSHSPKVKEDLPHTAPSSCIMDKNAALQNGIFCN
* marks the source's active call; other numbers are inactive results. The list is partial. The share of hits here may be higher or lower than overall.

CCCCCCc1c(O)nc(SCCN(C)C)[nH]c1=O
  S1P3 antagonist: -8
Cc1nc2ccc(NC(=O)c3cncc(Br)c3)cc2s1
  S1P3 antagonist: 2
CC(C)(C)OC(=O)C(C)(C)Sc1nnc(N)s1
  S1P3 antagonist: -14
CC(C)(C)NC(=O)/C(=C/c1cccnc1)NC(=O)c1ccco1
  S1P3 antagonist: 7
Cn1nc2sc3ccccc3n2c(=O)c1=O
  S1P3 antagonist: 10
Cc1cc(SCC(=O)NC(=O)c2cccn2C)nc2ccccc12
  S1P3 antagonist: 3
Cc1nn2c(=O)c3c4c(sc3nc2n1-c1ccccc1)COC(C)(C)C4
  S1P3 antagonist: -7
Cc1cccc(NCc2ccccc2)c1
  S1P3 antagonist: 5
O=C(Nc1ccccc1N1CCOCC1)c1csc2c1CCCC2
  S1P3 antagonist: -18
COc1cccc(OC)c1NC(=O)NC(=O)c1c(OC)c(Br)cc([N+](=O)[O-])c1OC
  S1P3 antagonist: 3

An excerpt from above in order of length of the SMILES, falling:
CC(C)(C)NC(=O)/C(=C/c1cccnc1)NC(=O)c1ccco1
  S1P3 antagonist: 7
Cc1cc(SCC(=O)NC(=O)c2cccn2C)nc2ccccc12
  S1P3 antagonist: 3
O=C(Nc1ccccc1N1CCOCC1)c1csc2c1CCCC2
  S1P3 antagonist: -18

Given in markdown: entries from further up.
| SMILES | S1P3 antagonist |
| --- | --- |
| Cc1cccc(NCc2ccccc2)c1 | 5 |
| O=C(Nc1ccccc1N1CCOCC1)c1csc2c1CCCC2 | -18 |
| COc1cccc(OC)c1NC(=O)NC(=O)c1c(OC)c(Br)cc([N+](=O)[O-])c1OC | 3 |

Further entries
Nc1cc(-c2ccc(OC(F)(F)F)cc2)nn1-c1ccc(Cl)c(Cl)c1
  S1P3 antagonist: 1
CC(C)Nc1ccc(Nc2ccnc3cc4ccccc4cc23)cc1
  S1P3 antagonist: 5
CNC(=O)c1ccc(-c2cc(C(F)(F)F)nn2C)s1
  S1P3 antagonist: 2
Cc1ccc(S(=O)(=O)CCN2CCN(c3ccccn3)CC2)cc1
  S1P3 antagonist: 14
CC(C)c1nc(Cl)c(C#N)c2c1CCC2
  S1P3 antagonist: -2
CCCCc1cc(=O)oc2c(C)c(OCc3nn[nH]n3)ccc12
  S1P3 antagonist: -10
CCOc1ccccc1NC(=O)NCc1ccco1
  S1P3 antagonist: 10
O=C(N/N=C1\CCS(=O)(=O)c2ccc(F)cc21)c1ccc([N+](=O)[O-])cc1
  S1P3 antagonist: 5
Cc1nn(-c2ccccc2)c(C)c1C=O
  S1P3 antagonist: -5
CC[N+](CC)(CC)CCCCOc1ccc2c(c1)C(=O)c1cc(OCCCC[N+](CC)(CC)CC)ccc1-2
  S1P3 antagonist: 10

Cc1cc(S(=O)(=O)Nc2c(C)nn(C)c2C)c(Cl)cc1Cl
  S1P3 antagonist: -5
CC(=O)c1sc2nsc(SCCN3CCCC3)c2c1N
  S1P3 antagonist: 2
CSc1nnc(C(C)(C)C)c(=O)n1/N=C/c1ccc(Cl)cc1
  S1P3 antagonist: -2
Oc1ccc2ccccc2c1C=NCc1ccccc1
  S1P3 antagonist: 1
Cc1cc(=O)[nH]c(-c2ccc(C(F)(F)F)cc2)n1
  S1P3 antagonist: -2
CCOC(=O)N1CCC(N2CCCC(C(=O)c3cccc(OC)c3)C2)CC1 (stereo not drawn)
  S1P3 antagonist: -1
O=C(c1cc(C(=O)N2CCOCC2)c2nc3ccccc3n2c1)c1cc(Cl)cc(Cl)c1O
  S1P3 antagonist: 31*
CCc1ccccc1NNC(=O)c1snnc1C
  S1P3 antagonist: 5
CC12CCC(C(=O)O)(c3nc4cc([N+](=O)[O-])ccc4nc31)C2(C)C (stereo not drawn)
  S1P3 antagonist: -8
NC(=O)/C(=C\c1ccncc1)c1cccc2ccccc12
  S1P3 antagonist: -6

c1ccc2nc3c(nc2c1)sc1nc2ccccc2n13
  S1P3 antagonist: -7
CCCC1=NN(C(=O)Cc2ccc(OC)c(OC)c2)C(O)(C(F)(F)F)C1 (stereo not drawn)
  S1P3 antagonist: -3
CCOP(=O)(OCC)C(Nc1cccc([N+](=O)[O-])c1)c1ccccc1 (stereo not drawn)
  S1P3 antagonist: -3
CCc1ccc(NC(=O)c2ccc3c(=O)n4c(nc3c2)CCCCC4)cc1
  S1P3 antagonist: -1
CCOC(=O)c1c(CC(C)C)csc1NC(=O)c1ccccc1C(=O)O
  S1P3 antagonist: -15
Cc1ccc(NC(=O)COC(=O)Cc2ccsc2)cc1S(=O)(=O)N(C)C
  S1P3 antagonist: 9
Cc1ccc(SCC(=O)NC2CC3CCC(C2)N3C)cc1 (stereo not drawn)
  S1P3 antagonist: 4
CS(=O)(=O)N1CCSC1c1ccc(Br)cc1 (stereo not drawn)
  S1P3 antagonist: 13
CC(C)Oc1ccc(C(=O)O)cc1
  S1P3 antagonist: 7
COC(=O)c1ccc(CSc2ccc3nnc(-c4ccc(OC)c(OC)c4)n3n2)o1
  S1P3 antagonist: -9

Cc1ccc(/C=N/Nc2cc(C)nc(N3CCOCC3)n2)cc1
  S1P3 antagonist: -6
OC[C@H](O)[C@H](O)[C@@H](O)[C@@H](O)[C@@H]1SC(c2ccccc2)=NN1c1ccccc1
  S1P3 antagonist: 0
NNC(=O)Cn1nc2n(c1=O)-c1ccccc1SC2
  S1P3 antagonist: -7
COc1cc([N+](=O)[O-])ccc1NC(=O)Oc1ccc(NC(C)=O)cc1
  S1P3 antagonist: 2
CCC(C)N1C(=S)SC(C)(C)C1N(O)C(=O)NC1CCCCC1 (stereo not drawn)
  S1P3 antagonist: -16
Cc1cc(C)cc(NC(=O)CCC(=O)Nc2nnc(C(F)(F)F)s2)c1
  S1P3 antagonist: -25
N#C/C(=C(/O)CCl)c1nc(-c2ccccc2)cs1
  S1P3 antagonist: -6
O=C(Nc1ccc(-c2csnn2)cc1)C(Cl)(Cl)Cl
  S1P3 antagonist: 16
CC1CCc2c(sc(NC(=O)c3nc4ncccn4n3)c2C#N)C1 (stereo not drawn)
  S1P3 antagonist: -13
CCc1nnc2n1N=C(c1ccc([N+](=O)[O-])cc1)CS2
  S1P3 antagonist: 9

Cn1nc(C(=O)OCC(=O)Nc2sccc2C(N)=O)c2ccccc2c1=O
  S1P3 antagonist: 2
COc1ccc(-c2c(C)oc3c(CN4CCOCC4)c(O)ccc3c2=O)cc1
  S1P3 antagonist: -8
CCC(C)NC(=O)N1c2ccccc2Sc2ccccc21 (stereo not drawn)
  S1P3 antagonist: 2
CCOC(=O)C1(Cc2cccc(OC)c2)CCCN(Cc2c(C)nn(C(C)C)c2C)C1 (stereo not drawn)
  S1P3 antagonist: -3
O=C(Nc1ccc(Cl)cc1)/C(=C1\CCCN1)[N+](=O)[O-]
  S1P3 antagonist: -2
Cn1c(=O)c2[nH]c(N/N=C(/C#N)C(N)=O)nc2n(C)c1=O
  S1P3 antagonist: 6
COc1ccc(S(=O)(=O)N(C)C)cc1NC(=O)CSc1nc(N)cc(N)n1
  S1P3 antagonist: -8
COc1ccc(OCc2nc(-c3ccc(F)c(F)c3)cs2)cc1
  S1P3 antagonist: -12
COc1ccc(C(=O)/C=C/c2ccc3c(c2)OCCO3)cc1
  S1P3 antagonist: -8
Cc1nnc(N/N=C/c2c(O)n(-c3cccc(C(F)(F)F)c3)c(=O)c3ccccc23)[nH]c1=O
  S1P3 antagonist: 1

Cc1c(-c2ccc(Cl)cc2)[n+](=O)c2c(n1[O-])CCCC2
  S1P3 antagonist: -6
O=c1[nH]c(CSc2ncn[nH]2)nc2ccccc12
  S1P3 antagonist: -3
Cc1nn2c(NCc3ccccn3)cc(C(C)C)nc2c1-c1ccccc1
  S1P3 antagonist: -10
COc1ccc(C(=O)NC(=S)NNC(=O)c2ccc3ccccc3n2)cc1
  S1P3 antagonist: -1
CCCOc1ccc(N2C(=O)C/C(=C\c3ccccc3)C2=O)cc1
  S1P3 antagonist: -1
O=C(CN1CCN(Cc2ccccc2)CC1)N/N=C/c1ccc(Br)s1
  S1P3 antagonist: -2
CC1=NN(c2ccccc2)C(=O)/C1=C\c1cc(C)n(-c2cccnc2)c1C
  S1P3 antagonist: -11
S=C(N/N=C/c1cccs1)NC1CC2CCC1C2 (stereo not drawn)
  S1P3 antagonist: -6
CCOC(=O)C1=C(C)NC2=C(C(=O)c3ccccc32)C1c1cccc2ccccc12 (stereo not drawn)
  S1P3 antagonist: 13
COc1ccc(-n2c(/C=C3\C(=O)N(C)c4ccccc43)nc3ccccc3c2=O)cc1
  S1P3 antagonist: -24

COC(=O)c1cnc(N2CCOCC2)nc1C(F)(F)F
  S1P3 antagonist: 0
Cc1cc(-c2c(C(=O)N3CCOCC3)c(C)nn2-c2ccccc2)no1
  S1P3 antagonist: 4
CCC(=O)Nc1ccc(N/C(N)=N/c2nc(C)cc(C)n2)cc1
  S1P3 antagonist: -6
Cc1nnsc1C(=O)NNc1ccc(Cl)cc1
  S1P3 antagonist: 13
CCOc1ccccc1NC(=O)Nc1ccon1
  S1P3 antagonist: 2
COC(=O)COc1cccc2c(=O)n(CC(=O)N3CCCCC3)ccc12
  S1P3 antagonist: 8
Cc1ccc(S(=O)(=O)CCSc2n[nH]c(=O)n2-c2ccccc2)cc1
  S1P3 antagonist: 7
COCCN(CCOC)C(=O)C1CCCN(S(=O)(=O)c2ccc(NC(=O)OC)cc2)C1 (stereo not drawn)
  S1P3 antagonist: -22
NNc1ccc(Cl)nn1
  S1P3 antagonist: -3
CSCCC(NC(N)=O)C(=O)Nc1ccc(F)c(Cl)c1 (stereo not drawn)
  S1P3 antagonist: -3

CCC(=O)N(CCC1(c2ccccc2OC)CCOC(C(C)C)C1)Cc1ccco1 (stereo not drawn)
  S1P3 antagonist: 0
CC(C)c1nc2oc3c(NCc4ccccn4)ncnc3c2c2c1COC(C)(C)C2
  S1P3 antagonist: 18
S=C(Nc1ccccc1)Nc1ccccc1Br
  S1P3 antagonist: 9
Cn1c(S(=O)(=O)O)nc2ccccc21
  S1P3 antagonist: -12
CCC(C)(C)NC(=O)Cn1c(-c2ccc(C)cc2)noc1=O
  S1P3 antagonist: 3
NC(=O)c1cccnc1OCC(F)(F)F
  S1P3 antagonist: -4
COC(=O)CC1(C(=O)OC)Oc2ccc(Br)cc2C(=O)N1c1cc(Cl)cc(Cl)c1 (stereo not drawn)
  S1P3 antagonist: 15
NS(=O)(=O)c1ccc(NC(=O)COC(=O)c2cnc(Cl)c(Cl)c2)cc1
  S1P3 antagonist: -11
CC(C)(C)C1CCC(OC(=O)CN2CCCCC2)CC1 (stereo not drawn)
  S1P3 antagonist: 5
CCN(CC)CCCNC(=O)C(C)Sc1nc(-c2ccccc2)cc(C(F)(F)F)n1 (stereo not drawn)
  S1P3 antagonist: 6

COc1cccc(OCC(O)CN2CCN(c3ccccc3)CC2)c1 (stereo not drawn)
  S1P3 antagonist: -17
Cc1ccc(S(=O)(=O)Nc2ccc(Oc3cccnc3)nc2)cc1
  S1P3 antagonist: -3
CC(C)Cc1nc(Cl)c(C#N)c2c1CCC2
  S1P3 antagonist: 11
Cc1c(CCC(=O)O)c(=O)oc2cc3occ(-c4ccccc4)c3cc12
  S1P3 antagonist: -1
CCOCCCN(C(=O)Cn1nnc(-c2ccc(C)o2)n1)C(C(=O)NCC1CCCO1)c1ccc(F)cc1 (stereo not drawn)
  S1P3 antagonist: -13
O=C(O)Cn1ccc2ccccc21
  S1P3 antagonist: 1
O=C(O)Cn1cnc2c(oc3ccccc32)c1=O
  S1P3 antagonist: -4
CC(C)(C)OC(=O)N1Cc2cc3ccccc3nc2C1CO (stereo not drawn)
  S1P3 antagonist: -6
Cc1ccc(S(=O)(=O)N(C)C)cc1NC(=O)Nc1c(-c2ccccc2)noc1C
  S1P3 antagonist: 4
CCOc1ccc(N2CCn3c2nc2c3c(=O)n(CCc3ccccc3)c(=O)n2C)cc1
  S1P3 antagonist: 11

5 of these compounds, set out differently.
Molecule	S1P3 antagonist
Cc1c(CCC(=O)O)c(=O)oc2cc3occ(-c4ccccc4)c3cc12	-1
CCOCCCN(C(=O)Cn1nnc(-c2ccc(C)o2)n1)C(C(=O)NCC1CCCO1)c1ccc(F)cc1 (stereo not drawn)	-13
O=C(O)Cn1ccc2ccccc21	1
O=C(O)Cn1cnc2c(oc3ccccc32)c1=O	-4
CC(C)(C)OC(=O)N1Cc2cc3ccccc3nc2C1CO (stereo not drawn)	-6

The listing continues.
CCCc1nc2oc3c(Cl)ncnc3c2c2c1CCCC2
  S1P3 antagonist: 8
CCC1(CC)Cc2ccccc2-c2nc(NN)[nH]c(=O)c21
  S1P3 antagonist: -2
Cc1ccccc1NC(=O)c1c(O)c2cccc3c2n(c1=O)CC3
  S1P3 antagonist: 0
Cc1ccc2oc(=O)c3cc(C(=O)N4CCN(c5ncccn5)CC4)sc3c2c1
  S1P3 antagonist: 2
CCOc1ccccc1NC(=O)CSc1nc2nc(-c3cccs3)cc(C(F)(F)F)c2c(=O)[nH]1
  S1P3 antagonist: -7
CCOC(=O)Cc1csc(NC(=O)CC(C)(C)CC(=O)O)n1
  S1P3 antagonist: -13
CCN(CC)S(=O)(=O)c1ccc(N2CCOCC2)c(NC(=O)C(C)(C)C)c1
  S1P3 antagonist: 1
CC1(C)C2C(Cl)(Cl)C2(C)c2ccccc2N1C=O (stereo not drawn)
  S1P3 antagonist: -20
CN1Cc2sc(NC(=S)NC(=O)c3ccccc3)c(C#N)c2CC1(C)C
  S1P3 antagonist: 4
O=C(CN1CCN(Cc2ccccc2Cl)CC1)N/N=C/c1ccco1
  S1P3 antagonist: 4
Cn1c(=O)n(CCc2ccccc2)c(=O)c2c1nc1n2CCN1c1ccccc1
  S1P3 antagonist: -3
CCOc1ccc(-c2c(C(=O)N/N=C/c3ccc(O)cc3)nnn2-c2nonc2N)cc1
  S1P3 antagonist: 3
COc1ccccc1Oc1coc2c(CN3CCOCC3)c(O)ccc2c1=O
  S1P3 antagonist: 0

Assay outcomes from PubChem BioAssay.
